# FLuc inhib CS: Photinus pyralis luciferase inhibition counter-screen. P08659. ATPLite firefly luciferase biochemical luminescence, 10 min. 1.5% of 200,000 active. AID 1006. inhibition, % at 10 µM;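 active = inhibition above about 50% when tested at 10 µM, limit read from the data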
# Target sequence (P08659 whole entry, looked up): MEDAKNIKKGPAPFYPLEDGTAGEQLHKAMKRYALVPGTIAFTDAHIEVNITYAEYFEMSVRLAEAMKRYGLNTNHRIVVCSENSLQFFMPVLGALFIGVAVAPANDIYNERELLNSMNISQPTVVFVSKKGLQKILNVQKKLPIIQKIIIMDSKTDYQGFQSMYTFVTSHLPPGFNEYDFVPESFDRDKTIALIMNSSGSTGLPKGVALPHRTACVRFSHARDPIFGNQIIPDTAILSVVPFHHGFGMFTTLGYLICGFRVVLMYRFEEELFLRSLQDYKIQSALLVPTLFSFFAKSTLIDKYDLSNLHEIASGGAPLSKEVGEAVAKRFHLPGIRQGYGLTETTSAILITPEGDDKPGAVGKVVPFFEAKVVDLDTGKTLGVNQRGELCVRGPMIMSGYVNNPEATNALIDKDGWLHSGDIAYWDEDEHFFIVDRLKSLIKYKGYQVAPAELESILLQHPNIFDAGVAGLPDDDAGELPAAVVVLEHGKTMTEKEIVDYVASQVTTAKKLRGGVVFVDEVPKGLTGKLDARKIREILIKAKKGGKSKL
# STAT1 blocker: reduces IFN-gamma driven STAT1 reporter signal | NIH 3T3 STAT1-luciferase reporter, luminescence | inhibition, % at 5.5 µM | AID 920 | 0.35% of 200,000 active;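 active = inhibition above a set limit, the mean inhibition across all tested compounds plus 3 SD, cut at about 34% in these data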;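 note: 0% = IFN-gamma with DMSO and 100% = IFN-gamma with 300 µM nifuroxazide; values of inactives mirror those of a sister screen read the other way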
# APP 5'UTR act: APP 5'UTR luciferase reporter activation; 1% of 190,000 active; activation, % at 2 µM; SH-SY5Y APP 5'UTR luciferase reporter, luminescence; zero percent = DMSO vehicle wells;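 active = activation above a set limit, based on mean plus 3 SD of controls, cut at about 140% in these data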; note: values of inactives mirror those of a sister screen read the other way
# STAT3 act: activators of IL-6 induced STAT3 signaling; AID 871; U3A cells, IL-6 STAT3-luciferase reporter, luminescence; 100% = signal with IL-6 EC80 alone; 0.91% of 190,000 active; activation (% of control), % at 5.6 µM;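 active = activation above the screen-wide mean of compound activation plus 3 SD, cut at about 130% in these data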;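 note: 0% = background luminescence of wells with medium and substrate only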
#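 System – human U3A cells carrying STAT3-luciferase construct · Probe or stimulus – Interleukin-6, 33 ng/mL · Schedule – compound 1 h, then IL-6 6 h at 37 °C · Signal – luminescence from STAT3-driven luciferase reporter · Evaluation – percent of IL-6-only median luminescence · Benchmarks – IL-6-only high control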
# STAT3 inh: inhibitors of IL-6 induced STAT3 signaling; 0.89% of 190,000 active; inhibition, % at 5.5 µM; AID 862; U3A cells, IL-6 STAT3-luciferase reporter, luminescence; host cell line lacks STAT1;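 active = inhibition above the mean inhibition across all screened compounds plus 3 SD, cut at about 44% in these data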;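 note: 0% = DMSO only wells and 100% = 100 µM nifuroxazide control wells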
# FLuc act counter: firefly luciferase counter-screen for stimulation assays; P08659; ATPlite luciferase biochemical, luminescence, 10 min; 0 = ATP-free wells, 1 = DMSO control; activation factor at 10 µM; 200,000 tested, under 10 active; AID 1027;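 active = luciferase activation factor, scaled between plate controls, of at least 2 with compound at 10 µM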
#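 System: Luciferase/luciferin detection reagent, cell-free biochemical luciferase assay | Medium: PBS buffer for ATP | Dosing: Test compounds dosed from 2 mM stocks in 100% DMSO | Timing: 10 min at ambient temperature | Signal: Luminescence measurement of luciferase light output | Evaluation: Luciferase activation, seen as luminescence increase over controls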
# STAT1 act: activators of IFN-gamma induced STAT1 signaling; NIH 3T3 STAT1-luciferase reporter, luminescence; 100% = IFN-gamma alone, no compound; activation (% of control), % at 5.5 µM; 2.6% of 200,000 active; AID 932;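 active = activation above the screen-wide mean activation plus 3 SD, cut at about 130% in these data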;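 note: raw ratio to IFN-gamma control signal so 100% means no change and 0% no light; values of inactives mirror those of a sister screen read the other way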
# APP 5UTR inh: APP translation inhibition; 0.82% of 190,000 active; inhibition, % at 2 µM; SH-SY5Y APP 5'UTR-luciferase reporter, luminescence;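 active = inhibition above a set limit, derived from the sample mean plus 3 SD, cut at about 45% in these data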; note: values of inactives mirror those of a sister screen read the other way
# ROMK primary: modulates human ROMK potassium channel activity. 2% of 130,000 active. Tet-inducible ROMK, thallium flux fluorescence; actives lie on both sides. P48048. B-score at 10 µM. AID 1918;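 active = signal ratio slope over the read window, or its plate-corrected B-score, at least 3 SD from the plate mean, either direction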;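 note: B-score of the F/F0 ratio slope over 7 to 12 s after thallium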
# Target sequence (P48048 whole entry, looked up): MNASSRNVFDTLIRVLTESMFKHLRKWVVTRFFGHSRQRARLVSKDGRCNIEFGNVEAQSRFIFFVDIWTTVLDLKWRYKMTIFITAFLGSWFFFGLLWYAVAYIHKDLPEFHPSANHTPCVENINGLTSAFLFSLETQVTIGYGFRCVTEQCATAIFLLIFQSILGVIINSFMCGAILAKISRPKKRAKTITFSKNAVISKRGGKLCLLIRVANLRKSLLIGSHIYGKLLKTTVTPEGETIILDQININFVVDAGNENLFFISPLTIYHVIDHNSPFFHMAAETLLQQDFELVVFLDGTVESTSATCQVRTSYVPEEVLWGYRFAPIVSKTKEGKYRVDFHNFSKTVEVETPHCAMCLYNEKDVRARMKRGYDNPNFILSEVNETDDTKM
# NF-kB neuron act: compounds increasing NF-kB expression in human neuronal cells. NF-kB reporter expression; active compounds read high. fold change at 12.5 µM. 1.6% of 190,000 active; in the data active = fold change above about 3.3
# * marks the source's active call; other numbers are inactive results; / = no result given.
SMILES,FLuc inhib CS,STAT1 blocker,APP 5'UTR act,STAT3 act,STAT3 inh,FLuc act counter,STAT1 act,APP 5UTR inh,ROMK primary,NF-kB neuron act
CCOC(=O)c1ccc(CNC(=O)CSc2nc(NC(=O)c3ccccc3)c3c(C)c(C)oc3n2)cc1,-8,1,0,106,-1,1.1,99,0,0.26,0.66
O=C(Nc1cc(C(F)(F)F)ccc1Cl)c1ccc(NC(=O)C(F)(F)F)cc1,-6,7,16,90,10,1.1,96,-16,-0.37,1.2
COc1ccc(-n2nnnc2SCC(=O)Nc2nnn(C)n2)cc1,-1,3,15,104,-2,1,98,-15,-0.16,1.1
O=C(Cn1cccc1C(=O)c1ccccc1)NCCN1CCOCC1,-6,0,-7,106,-7,1.1,100,7,/,1.3
Cc1ccc2c(c1)N=C(c1ccc(Cl)cc1)CO2,48,-52,72,107,-6,0.5,148*,-72,/,3.6*
C=C(C)CSc1nc2ncccc2[nH]1,-1,-5,-5,101,3,1,105,5,0.7,1.2
COC(=O)NNC(=O)COc1ccc(Br)c(C)c1,-9,2,1,100,1,1.1,98,-1,-0.34,1.1
Cc1ccc(CN2CCN(CC(C)C)C(CCO)C2)s1 (stereo unspecified),2,-37,76,112,-8,1,135*,-76,-0.088,2.6
CC(C)C1=CC(=NS(=O)(=O)c2cccc([N+](=O)[O-])c2)C=C(C(C)C)C1=O,-7,8,6,100,4,1.1,93,-6,/,0.9
COc1ccccc1NC(=O)c1oc2ccccc2c1NC(=O)c1cc(OC)c(OC)c(OC)c1,/,-2,5,94,11,/,102,-5,/,/
O=C(NCc1ccon1)c1ccc(OC2CCN(CCc3ccccc3)CC2)cc1,-6,2,9,102,4,1.1,98,-9,0.53,0.94
O=C(Nc1cccc(C(=O)N2CCOCC2)c1)c1ncn[nH]1,0,2,-8,105,-3,1,98,8,/,1.4
O=C(O)C1CCCCC1C(=O)Nc1cccc2ccccc12 (stereo unspecified),-6,-46,5,89,16,1.1,143*,-5,/,1.2
CCCCc1cc(=O)oc2cc(C)cc(OCc3nn[nH]n3)c12,-7,-2,-1,108,-3,1.1,102,0,/,1.1
Cn1c(Cc2ccc3c(c2)OCO3)nnc1SCC(=O)NC1CCCC1,-6,8,0,107,-6,1.1,91,0,/,1.2
N#CCCCSc1nnc(-c2ccccn2)o1,14,0,20,101,8,0.9,100,-20,/,1.3
N#Cc1nc(-c2ccccc2Cl)oc1NCC1CCCO1 (stereo unspecified),2,-9,-18,92,18,1,108,18,/,0.84
CCS(=O)(=O)NCC(c1ccco1)N1CCN(c2ccccc2)CC1 (stereo unspecified),-1,-5,11,96,0,1,104,-11,/,1.1
CCOC(=O)C1=C(C)Nc2sc(C(=O)c3ccc(F)cc3)c(N)c2C1c1ccc(C(=O)OC)cc1 (stereo unspecified),-4,7,6,102,-4,1,94,-6,/,0.52
COc1c2ccoc2nc2c(OC)c(O)ccc12,-4,-2,-18,106,-6,1,101,18,0.23,1
COc1ccc(/C=N/NC(=O)c2ccncc2)cc1[N+](=O)[O-],-10,-3,-3,104,8,1.1,102,2,0.5,0.8
CCOc1ccccc1C1C(C#N)=C(N)Nc2onc(-c3ccccc3)c21 (stereo unspecified),-7,11,2,111,-11,1.1,90,-2,0.074,1.1
C=CCn1cc(C(=O)OCC)c(=O)c2ccc(F)cc21,-3,3,10,110,-1,1,97,-10,-0.25,0.9
O=C(O)C1C2C=CC(C2)C1C(=O)NCc1ccc2c(c1)OCO2 (stereo unspecified),-5,-12,85,111,-6,1.1,110,-49,0.98,1.2
CC(=O)Nc1cccc(Oc2ccc([N+](=O)[O-])cc2Cl)c1,4,-9,22,111,0,1,108,-22,-0.28,1.4
CC(C)CCNc1nc(N)c([N+](=O)[O-])c(NCC2CCCO2)n1 (stereo unspecified),0,0,19,85,16,1,100,-19,-1.5,0.74
COc1ccc(NC(=S)N(CCCN2CCN(C)CC2)Cc2cccs2)cc1,-2,3,-12,109,-7,1,97,12,0.53,1.1
CCN(CC)S(=O)(=O)c1ccc(-c2nnc(SCC(=O)N3c4ccccc4CC3C)o2)cc1 (stereo unspecified),-1,-7,-7,106,1,1,106,7,/,1.3
O=c1[nH][nH]cc1C=Nc1cc(Cl)ccc1O,1,18,-21,96,12,1,83,21,0.27,4.2*
COc1cccc(C(=O)CSc2nnnn2C2CCCCC2)c1,5,-5,5,100,0,1,105,-5,-1.5,1.6
Cn1c(=O)c2c(ncn2CC(=O)OCC(=O)NCc2ccc(Cl)cc2)n(C)c1=O,-3,-2,-36,95,9,1,101,36,/,1.5
CC(C)(C)n1nc(-c2ccc(Cl)cc2)c2c(N)ncnc21,-10,-8,13,120,-17,1.1,107,-13,/,0.76
O=C(COC(=O)c1cccs1)NCCN1C(=O)CSC1=O,-7,-2,18,105,-3,1.1,102,-18,/,1.3
Cc1cc(C(=O)COC(=O)CC2Sc3ccccc3NC2=O)c(C)n1-c1ccc(Br)cc1 (stereo unspecified),-1,-8,8,98,0,1,107,-8,-0.013,0.82
O=C(Cc1noc2ccccc12)NNC(=S)Nc1ccccc1,-5,1,-10,99,6,1.1,97,10,-1.6,1.2
Fc1ccc(NC(=S)NCc2ccccc2Cl)cc1,-7,14,-5,88,16,1.1,88,4,/,0.99

# Structures from the list above that have a nitro group on carbon (4):
SMILES,FLuc inhib CS,STAT1 blocker,APP 5'UTR act,STAT3 act,STAT3 inh,FLuc act counter,STAT1 act,APP 5UTR inh,ROMK primary,NF-kB neuron act
CC(C)C1=CC(=NS(=O)(=O)c2cccc([N+](=O)[O-])c2)C=C(C(C)C)C1=O,-7,8,6,100,4,1.1,93,-6,/,0.9
COc1ccc(/C=N/NC(=O)c2ccncc2)cc1[N+](=O)[O-],-10,-3,-3,104,8,1.1,102,2,0.5,0.8
CC(=O)Nc1cccc(Oc2ccc([N+](=O)[O-])cc2Cl)c1,4,-9,22,111,0,1,108,-22,-0.28,1.4
CC(C)CCNc1nc(N)c([N+](=O)[O-])c(NCC2CCCO2)n1 (stereo unspecified),0,0,19,85,16,1,100,-19,-1.5,0.74

# Next section:
SMILES,FLuc inhib CS,STAT1 blocker,APP 5'UTR act,STAT3 act,STAT3 inh,FLuc act counter,STAT1 act,APP 5UTR inh,ROMK primary,NF-kB neuron act
O=C(Nc1ccc2c(c1)CCC2)C1COc2ccccc2O1 (stereo unspecified),-1,-4,67,105,2,1,104,-67,/,1.4
CN(Cc1ccccc1)c1nc2c(c(=O)[nH]c(=O)n2C)n1C,-8,-1,4,97,6,1.1,101,-4,1.2,1.3
CCOC(=O)CC(C#N)c1cn(C)c2ccccc12 (stereo unspecified),-4,9,-18,145*,-49,1,92,18,0.59,1.1
N#CC/C(N)=N/NC(=O)CCCNc1ncc(C(F)(F)F)cc1Cl,-1,-3,13,101,3,1,100,-13,0.12,0.99
Fc1ccc(-c2cc(-c3nnc4n3CCCCC4)c3ccccc3n2)cc1,-4,4,-1,98,2,1,97,0,/,0.85
O=C(NC(=O)N1CCN(c2cccc(Cl)c2)CC1)c1ccccc1,-8,2,3,103,-2,1.1,98,-3,-0.054,1.1
Cc1ccc2nc(NC(=O)c3cccc(-c4cc5ccccc5oc4=O)c3)sc2c1,-5,-10,11,100,7,1,109,-11,0.072,1.6
CSc1ccc(CN(C)CC(=O)NC(=O)NC(C)(C)C)cc1,-2,-4,13,97,7,1,104,-13,/,0.84
COc1cc(/C=N/NC(=O)c2csc3c2CCCC3)cc(OC)c1O,-5,-4,9,116,-16,1.1,103,-10,-0.44,0.8
COc1ccc(CNC(=O)COC(=O)c2cc(-c3cccs3)nc3ccccc23)cc1OC,0,-1,6,94,11,1,101,-6,/,0.8
Cc1ccc(Cl)cc1NC(=S)N(Cc1ccco1)C(C)c1cccs1 (stereo unspecified),-5,5,8,101,10,1.1,95,-8,-0.19,1.5
Oc1ccc(Cl)cc1Cc1cc(Cl)ccc1O,0,19,0,101,2,1,83,0,/,0.45
O=C(Cc1ccccc1)NNC(=O)C1CCN(c2ncccn2)CC1,-6,4,18,94,12,1.1,98,-18,-0.25,1.2
COc1ccc(C(=O)Nc2cc(C(=O)c3ccccc3)c(C)oc2=O)cc1,-2,5,11,98,3,1,95,-11,-0.094,2.1
Cc1cc(C)cc(NC(=O)c2ccccc2CC[N+](=O)[O-])c1,42,-8,9,109,-8,0.6,107,-9,/,1.1
COC(=O)c1sccc1NC(=S)N(C)C1CCCCC1,-5,-3,1,100,1,1.1,104,-2,0.92,1.2
OCCCC1CCCN(Cc2cn[nH]c2-c2ccc(F)cc2F)C1 (stereo unspecified),-9,5,6,107,-4,1.1,94,-6,1.1,1.1
O=C(COc1ccc2oc3c(c2c1)CCCC3)Nc1ccccn1,25,-17,96,93,11,0.8,116,-96,0.3,2.4
COc1cccc(Nc2c3c(nc4c(-c5ccccc5)c(C)nn24)CCC3)c1,-8,6,4,90,15,1.1,94,-4,/,0.74
CCOc1ccc(NC(=O)NCc2ccco2)cc1,10,-13,8,99,5,0.9,110,-8,-0.24,1.2
COc1ccc(NC(=O)C(NS(=O)(=O)c2ccc3c(c2)CCCN3C(C)=O)C(C)C)c(OC)c1 (stereo unspecified),-4,15,-11,101,2,1,86,11,/,0.94
CCC(=O)c1cc2c(cc1NC(=O)c1ccc(C)cc1)OCCO2,1,-3,11,116,-17,1,102,-11,/,1.7
O=C(Cc1cccc2ccccc12)Nc1nnc(-c2cccc([N+](=O)[O-])c2)s1,-2,-1,14,98,2,1,101,-14,0.013,1.2
O=C(O)c1cc(-c2ccc(N3CCOCC3)cc2)nn1-c1ccccc1Cl,5,-7,3,105,-4,0.9,105,-3,0.12,1
COC(=O)c1ccc(NC(=S)NCc2ccco2)cc1,-2,4,11,76,33,1,94,-11,0.76,1.5
O=C(N/N=C/c1ccncc1)c1cc([N+](=O)[O-])cc([N+](=O)[O-])c1,-5,-2,1,101,-2,1,102,-1,0.49,1.1
CCC(C)NC(=O)CSc1nc2ccccc2c(=O)n1-c1c(C)n(C)n(-c2ccccc2)c1=O (stereo unspecified),-1,5,13,101,4,1,92,-13,-0.02,1
Nc1cc(OC(=O)c2ccco2)nn1S(=O)(=O)c1ccc(F)cc1,2,1,6,104,0,1,99,-6,-0.14,1
C=CCOc1c(Br)cc(/C=C2/NC(=S)N(C(C)=O)C2=O)cc1OC,14,-9,5,109,-3,0.9,106,-5,-0.54,1.1
Cc1ccsc1/C=C1/C(=O)NN(c2ccccc2)C1=O,59*,21,-4,101,5,0.4,79,4,-0.12,1.2
CN(C)C(=O)N1CCC(C(=O)NCc2ccc(F)cc2)CC1,-9,5,4,97,8,1.1,96,-4,/,1
CC(C)OC(=O)CSc1nnc(-c2cnccn2)n1-c1ccc(Cl)cc1,0,1,7,100,9,1,99,-7,1.2,1.6
COc1ccc(NC(=O)Cc2ccc(Cl)cc2)cc1NC(=O)c1ccco1,-3,-7,0,77,28,1,102,0,-0.33,0.87
O=S(=O)(/C=C/c1ccccc1)NC1CCCCCCC1,-6,2,-19,99,9,1.1,98,19,-0.72,1
